Source: PubChem BioAssay
KCNQ1 block: human KCNQ1 channel inhibition; P51787; AID 2642; B-score at 10 µM; CHO-K1 KCNQ1, FluxOR thallium flux fluorescence; stronger effect = higher value; 1.3% of 310,000 active;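 active = compounds whose thallium flux B-score, printed positive for inhibition, exceeds three library SD while starting fluorescence stays within three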;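 note: channel opened by potassium depolarization with thallium stimulus after 20 min compound exposure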
PolyA inh: inhibitors of polyadenylation in S. cerevisiae. AID 1875. 0.02% of 300,000 active. calls only at 12 µM. S. cerevisiae SKY197-pL101 polyadenylation reporter, beta-gal luminescence; efflux-impaired pdr1/pdr3 knockout yeast; score 100 = 6 SD above DMSO;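 active = lowest replicate activity score at least 50, where 100 means six control SD above control mean; inconclusive = lowest score under 50 but half or more replicates reach 50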;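 note: yeast exposed to compound for 9 h at 30 °C; higher score means more reporter readthrough which indicates perturbed polyadenylation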
KCNK3 inh: human KCNK3 channel inhibition, primary screen. B-score at 10 µM. O14649. 0.84% of 340,000 active. CHO-KCNK3 thallium flux, FluxOR fluorescence; stronger effect = lower value. AID 602410;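 active = B-score under library mean minus 4 SD, starting fluorescence ratio at most library mean plus 5 SD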;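 note: more negative B-score means stronger inhibition of thallium flux through KCNK3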
Target sequence (O14649 whole entry, looked up): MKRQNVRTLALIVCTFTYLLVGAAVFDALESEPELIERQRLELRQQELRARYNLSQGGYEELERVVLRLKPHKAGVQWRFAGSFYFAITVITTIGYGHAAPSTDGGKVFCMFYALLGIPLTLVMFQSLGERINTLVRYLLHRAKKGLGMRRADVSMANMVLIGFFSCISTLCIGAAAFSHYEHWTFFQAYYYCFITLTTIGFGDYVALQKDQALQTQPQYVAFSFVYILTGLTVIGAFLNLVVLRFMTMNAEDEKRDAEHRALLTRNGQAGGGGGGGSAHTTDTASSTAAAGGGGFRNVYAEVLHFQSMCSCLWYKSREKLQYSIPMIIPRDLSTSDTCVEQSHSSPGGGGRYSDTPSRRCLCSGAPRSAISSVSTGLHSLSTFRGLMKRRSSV
GSK3B inh: human GSK3beta kinase inhibition; GST-GSK3beta kinase, ADP-Glo luminescence, 60 min; stronger effect = lower value; activity score (negative = inhibition), % at 10 µM; 0.038% of 300,000 active; AID 2097;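 active = more than half of replicate wells score below -50%, meaning over 50% inhibition versus plate controls; inconclusive = some replicates but at most half score below -50%; inactive = no replicate scores below -50%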;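 note: 0% = median DMSO wells and -100% = median GW8510 positive control wells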
Target sequence (P49841 whole entry, looked up): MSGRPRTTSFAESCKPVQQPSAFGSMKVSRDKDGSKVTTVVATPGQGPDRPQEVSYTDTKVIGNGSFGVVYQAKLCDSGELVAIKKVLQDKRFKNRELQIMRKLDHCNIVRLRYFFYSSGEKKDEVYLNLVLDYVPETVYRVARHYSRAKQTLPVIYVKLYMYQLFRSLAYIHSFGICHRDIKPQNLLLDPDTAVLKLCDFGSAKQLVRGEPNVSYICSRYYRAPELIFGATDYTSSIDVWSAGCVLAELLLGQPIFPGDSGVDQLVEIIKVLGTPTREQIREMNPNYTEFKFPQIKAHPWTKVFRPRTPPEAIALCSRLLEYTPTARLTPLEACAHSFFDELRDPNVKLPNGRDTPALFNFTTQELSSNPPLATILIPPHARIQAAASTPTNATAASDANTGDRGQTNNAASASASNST
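Test system – GST-tagged human GSK3beta kinase, cell-free · Incubation – 60 min enzyme reaction, room temperature · Signal – ADP-Glo luminescence · Also added – peptide substrate and ATP at 25 µM · Controls – DMSO neutral wells and GW8510 at 20 µM as positive · Buffer or medium – Tris/MgCl2 kinase buffer · Measure – Luminescence-derived activity versus plate DMSO and GW8510 wells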
hERG protect: shields human hERG channel from block by proarrhythmic agents | Q12809 | 0.51% of 310,000 active | activation (rescue from dofetilide block), less the hit threshold, % at 10 µM | CHO-hERG, FluxOR thallium flux, dofetilide IC70 present;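 active = activation above the mean of controls blocked by dofetilide plus 5 SD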;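 note: thallium influx through hERG after potassium depolarization seen as dye fluorescence rise; in these data hits start at about 4.7%; inactives centre near -7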
RGS4 act: RGS4 potentiation or activation; 0.92% of 310,000 active; AID 463111; B-score at 10 µM; HEK293 M3R/inducible RGS4, carbachol calcium flux Fluo4; stronger effect = lower value;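 active = B-score of the integrated calcium signal more than 4 SD below the library mean, with starting fluorescence not abnormally high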;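 note: negative B-score means reduced calcium response which marks RGS4 activation or potentiation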
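Test system: HEK293 cells with stable M3R and inducible RGS4; also added: carbachol at ECmax as muscarinic agonist stimulus; schedule: dye loading 30 min 37 °C, buffer rest 30 min RT; technique: kinetic calcium fluorescence imaging with Fluo4-AM dye, 2 µM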
HDAC3 inhib: human HDAC3 inhibition | 0.15% of 320,000 active | recombinant HDAC3, fluorogenic peptide/trypsin coupled, fluorescence | AID 2718 | O15379 | inhibition, % at 8.3 µM; in the data active = inhibition above about 26%, passing the limit was not always enough; inconclusive = no clear call, values can overlap the other calls
GSK3 alpha inh: blocks human GSK-3 alpha kinase. P49840. ADP-Glo luminescence, 60 min. inhibition, % at 10 µM. 0.1% of 320,000 active. AID 2650;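 in the data active = inhibition above about 50%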;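 note: GST-tagged GSK-3 alpha with peptide substrate and 25 µM ATP; 0% = DMSO neutral wells and 100% = GW8510 positive control wells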
KCNQ1 pot: human KCNQ1 channel potentiation or activation | P51787 | CHO-K1 KCNQ1, thallium flux FluxOR fluorescence; stronger effect = higher value | B-score at 10 µM | 0.35% of 310,000 active;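 active = fluorescence ratio B-score, a plate-corrected score, at least three library SD, with initial intensity B-score within 5 SD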
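Assay system: CHO-K1 cells stably expressing KCNQ1. Medium: assay buffer for compound exposure, DMSO matched across wells. Timing: 37 °C overnight plating, 90-min dark dye load, 20-min compound pretreatment. Signal: kinetic FluxOR fluorescence, 10 s baseline plus 110 s post-stimulus.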
KCNK9 block: human KCNK9 channel inhibition; Q9NPC2; HEK293 KCNK9, FluxOR thallium flux fluorescence; stronger effect = lower value; B-score at 10 µM; 1.2% of 310,000 active; AID 488922;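 active = ratio B-score over 3 SD below the library mean, with starting fluorescence within 5 SD of its mean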;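 note: negative B-score means less thallium flux so channel inhibition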
Dyrk1A ADPGlo: Dyrk1A (rat) kinase inhibition. Q63470. ADP-Glo luminescence, NFATc1 peptide. inhibition, % at 12.5 µM. 0.43% of 310,000 active. AID 504441; in the data active = inhibition above about 50%;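 note: plate controls were vehicle with enzyme for no effect and no enzyme for full effect; many of its hits are not listed in these tables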
Numbers without * were called inactive; i = inactive; ? = inconclusive; . = no result given.

SMILES	KCNQ1 block	PolyA inh	KCNK3 inh	GSK3B inh	hERG protect	RGS4 act	HDAC3 inhib	GSK3 alpha inh	KCNQ1 pot	KCNK9 block	Dyrk1A ADPGlo
O=C(Cn1cc([N+](=O)[O-])cn1)NCc1ccc(-n2cccn2)cc1	i	i	i	0	-12	i	-19	0	i	i	0
O=C(NCCc1nc2ccccc2[nH]1)/C(=C/c1ccco1)NC(=O)c1ccco1	i	i	i	1	-3	i	-6	1	i	i	2
O=C(NCCS(=O)(=O)N1CCN(c2ccccc2)CC1)c1ccco1	i	i	i	-1	-7	i	1	-2	i	i	2
COc1ccc(CCNC(=O)Cn2nnc(C(=O)Nc3ccc(Br)cc3)c2N)cc1OC	i	i	i	1	-7	i	-5	-3	i	i	.
O=C(Nc1ccc([N+](=O)[O-])cc1)c1cccc(S(=O)(=O)Nc2cccnc2)c1	i	i	i	-3	-8	i	-2	-1	i	i	0
Cc1ccc(S(=O)(=O)NNC(=O)c2cccc(O)c2)cc1	i	i	i	-27	-3	i	1	-1	i	i	-2
COCC(=O)Nc1ccccc1C(=O)Nc1ccc(OC)cc1	i	i	i	-3	-9	i	-8	-3	i	i	3
Cc1cc(C(=O)N2CCC(C(=O)O)CC2)c(C(F)(F)F)o1	i	i	i	-3	-7	i	3	1	i	i	-3
CC(=O)Nc1ccc(NC(=O)CCn2c(=S)oc3ccccc32)cc1	i	i	i	1	-10	i	-5	.	i	i	3
CC(=O)Nc1ccc(S(=O)(=O)NC2CCS(=O)(=O)C2)cc1Cl (stereo unspecified)	i	i	i	1	-6	i	-1	0	i	i	2
CCS(=O)(=O)Nc1ccc(C2=NN(C(=O)c3ccco3)C(c3ccc(C)cc3)C2)cc1 (stereo unspecified)	i	i	i	4	-11	i	8	-1	i	i	1
COc1ccc(NC(=O)C(=O)NCCCO)cc1Cl	i	i	i	-1	-4	i	-5	0	i	i	10
CCOc1cc(/C=N/NC(=O)c2cccnc2)ccc1OCC(=O)N1CCOCC1	i	i	i	-2	-5	i	.	.	i	i	-3
C=CCNC(=O)C(C#N)c1nc2ccccc2nc1N1CCN(Cc2ccccc2)CC1 (stereo unspecified)	i	i	i	3	-5	i	-15	-1	i	i	6
O=C(CCSc1nc(-c2ccco2)cc(C(F)(F)F)n1)NCC1CCCO1 (stereo unspecified)	i	i	i	-5	-12	i	5	3	i	i	4
CC(=O)N1CCN(c2ccc(NC(=O)c3cccc(Cl)c3Cl)cc2)CC1	i	i	i	.	2	i	7	-1	i	i	12
Nc1ccc(SCC(=O)Nc2cccc([N+](=O)[O-])c2)cc1	i	i	i	2	-2	i	5	-2	i	i	.
Cc1ccc(/C=N/Nc2cc(C)nc(NCc3ccccc3)n2)cc1	i	i	i	2	-8	i	16	0	i	i	-2
CCN(CC)S(=O)(=O)c1cc(C(=O)Nc2ccccc2[N+](=O)[O-])ccc1Cl	i	i	i	1	-6	i	3	-1	i	i	.
CCCOc1ccc(-c2csc3ncn(Cc4ccc(C(=O)O)cc4)c(=O)c23)cc1	i	i	i	3	-7	i	4	0	i	i	13
CC(C)c1ccc(/C=c2\sc3nc(-c4ccncc4)nn3c2=O)cc1	i	i	i	3	-9	i	-8	-5	i	i	7
CCOc1ccc(Nc2nc3c(c(=O)[nH]2)CCCC3)cc1	i	i	i	2	-11	i	0	-2	i	i	-8
Cc1ccc(OCC(=O)NCCCNC(=O)c2cccnc2)cc1C	i	i	i	2	-6	i	-2	2	i	i	-1
CCN(CC(=O)NC(C)C)C(=O)c1ccc(Cl)cc1	i	i	i	-1	-5	i	-1	0	i	i	-9
CCCN1C(=O)c2ccccc2NC1c1ccc(Cl)c(Cl)c1 (stereo unspecified)	i	i	i	3	-5	i	2	-2	i	i	6

Next part; it opens with the two that closed the last part.
SMILES	KCNQ1 block	PolyA inh	KCNK3 inh	GSK3B inh	hERG protect	RGS4 act	HDAC3 inhib	GSK3 alpha inh	KCNQ1 pot	KCNK9 block	Dyrk1A ADPGlo
CCN(CC(=O)NC(C)C)C(=O)c1ccc(Cl)cc1	i	i	i	-1	-5	i	-1	0	i	i	-9
CCCN1C(=O)c2ccccc2NC1c1ccc(Cl)c(Cl)c1 (stereo unspecified)	i	i	i	3	-5	i	2	-2	i	i	6
Cc1cc(=O)oc(C)c1C(=O)O	i	i	i	1	-12	i	2	-1	i	i	2
O=c1cc(-c2c(F)c(F)c(F)c(F)c2F)oc2ccccc12	i	i	i	0	19*	i	-2	-6	24*	i	-8
O=C(CNC(=O)c1ccc(Br)cc1)NCC(=O)OCC(=O)c1ccccc1	i	i	i	0	-6	i	-2	-10	i	i	-7
Nc1ccc([N+](=O)[O-])cc1C(=O)NNC(=O)c1ccco1	i	i	i	2	-8	i	9	-3	i	i	1
O=C(CC1CCCCC1)Nc1nc2ccccc2s1	i	i	i	1	-6	i	0	1	i	i	0
CSc1cccc(NC(=O)CC2Oc3ccccc3NC2=O)c1 (stereo unspecified)	i	i	i	-1	-8	i	1	0	i	i	-4
Cc1c(Cl)cccc1NC(=S)NCCc1ccc(S(N)(=O)=O)cc1	i	i	i	-2	-10	i	1	2	i	i	5
C=CCN(c1ccccc1)S(=O)(=O)c1cccc(C(=O)Nc2cc(C)ccn2)c1	i	i	i	4	-14	i	-1	0	i	i	-6
O=C(NC(Cc1ccccc1)C(=O)NCCc1ccccn1)c1cccs1 (stereo unspecified)	i	i	i	1	-2	i	-5	-3	i	i	-8
CCCN(CC(=O)Nc1ccccc1C)C(=O)c1ccc(S(=O)(=O)N2CCCCC2)cc1	i	i	i	-2	-13	i	-3	-1	i	i	-1
COc1ccc(C[C@H]2CN3C(=NC[C@@H]3C(C)C)N2CCNC(=O)CCC2CCCCC2)cc1	i	i	i	-6	-14	i	?	2	i	i	-6
COc1ccc(CCNC(=O)CC2SC(N)=NC2=O)cc1OC (stereo unspecified)	i	i	i	0	-8	i	-6	1	i	i	-2
O=C(CNC(=O)c1cccs1)Nc1ccc2c(c1)OCCO2	i	i	i	-2	-17	i	-1	-1	i	i	14
COc1ccc(NC(=O)CN(C)C(=O)Cc2coc3cc(C)c(C)cc23)cc1	i	i	i	-2	-15	i	0	-1	i	i	4
Clc1ccccc1CSc1ncccn1	i	i	i	3	-6	i	3	-1	i	i	-2
CCOC(=O)C1CCN(C(=O)CCCOc2ccccc2)CC1	i	i	i	4	-1	i	-6	-3	i	i	-6
COc1ccc(CNc2oc(-c3cccc4ccccc34)nc2C#N)cc1	i	i	i	-4	-6	i	-148	-1	i	-7.3*	4
COC(=O)C1=C(N)OC2=C(C(=O)CC(C)(C)C2)C1c1ccccc1OC (stereo unspecified)	i	i	i	.	-9	i	-4	-2	i	i	-4
CCN(CC(=O)Nc1ccccc1OC)C(=O)c1cc(-c2ccccc2)nn1-c1ccccc1	7*	i	i	1	-21	-7.8*	4	-1	i	i	0
O=C(Nc1ccccc1C(=O)Nc1ccccc1)c1ccccc1F	i	i	i	1	-2	i	4	-3	i	i	1
S=C1NC[C@H](c2ccccc2)N1CCCCC1CCCCC1	i	i	i	1	-8	i	-1	14	i	i	2
Cc1ccc(NC(=O)N2CCCCCC2)cc1	i	i	i	4	-7	i	-3	2	i	i	1
O=C(/C=C/Nc1cccc(C(F)(F)F)c1)c1ccc(Oc2ncccn2)cc1	i	i	i	2	-9	i	15	0	i	i	-9
CCN1CCN(C(=O)c2ccc(C)c(S(=O)(=O)Nc3cccc(C)c3)c2)CC1	i	i	i	2	-5	i	5	-4	i	i	-1
COc1cc(C2NC(=O)NC(c3ccccc3)=C2C(C)=O)ccc1OCC#N (stereo unspecified)	i	i	i	-2	-8	i	-2	-1	i	i	-15
Next results
SMILES	KCNQ1 block	PolyA inh	KCNK3 inh	GSK3B inh	hERG protect	RGS4 act	HDAC3 inhib	GSK3 alpha inh	KCNQ1 pot	KCNK9 block	Dyrk1A ADPGlo
COc1ccc(-c2csc(-c3cccs3)n2)c(OC)c1	i	i	i	-1	-21	i	4	-4	i	i	3
O=C(Nc1ccc(-c2nc3ccccc3[nH]2)cc1)c1cccc(N2C(=O)CCC2=O)c1	i	i	i	0	-7	i	0	-1	i	i	3
CCCC(=O)Nc1ccccc1-c1nnc(SC)[nH]c1=O	i	i	i	-3	-11	i	3	0	i	i	1
Cn1c(C(=O)N2CCN(c3ccc(Cl)cc3)CC2)cc2c(=O)[nH]c3ccccc3c21	i	i	i	-3	-5	i	5	1	i	i	14
CCC(C)c1ccccc1NC(=O)c1cc2cccc([N+](=O)[O-])c2[nH]1 (stereo unspecified)	8*	i	i	3	-11	i	2	1	i	i	.
O=C(O)CSc1c(O)c2ccccc2[nH]c1=O	i	i	i	2	-2	i	?	-10	i	i	3
O=C(Nc1ccc(OC(F)(F)F)cc1)c1ccc(S(=O)(=O)N2CCOCC2)o1	i	i	i	-1	-14	i	0	0	i	i	1
O=C(c1cccc(Cl)c1)N1CCC(c2nc3ccccc3[nH]2)CC1	i	i	i	-6	-6	i	-5	-1	i	i	5
O=C(Nc1nc2c(F)cccc2s1)c1ccco1	i	i	i	1	-7	i	4	-3	i	i	8
CC1(c2nnc(-c3ccc(Cl)cc3)o2)CC(c2c(Cl)cccc2Cl)=NO1 (stereo unspecified)	i	i	i	-3	-4	-9.2*	10	-1	i	-7.6*	8
Fc1ccccc1-n1c(-c2ccc3ccccc3n2)n[nH]c1=S	i	i	i	-1	0	i	8	4	i	i	-7
CCOc1ccc(N2C(=O)CC(NCC#N)C2=O)cc1 (stereo unspecified)	i	i	i	0	-8	i	-6	10	i	i	-2
Cc1ccc(S(=O)(=O)N2CCOCC2)cc1C(=O)NC1CCSc2ccccc21 (stereo unspecified)	i	i	i	-3	-13	i	7	2	i	i	1
COc1ccc(-c2cn(-c3ccccc3)nc2C(=O)O)cc1OC	i	i	i	2	-6	i	-11	-4	i	i	10
CC(C)c1nnc(NC(=O)C2CCN(C(=O)Nc3ccccc3)CC2)s1	i	i	i	2	-5	i	-2	-1	i	i	-9
CCN(CC(=O)Nc1c(F)cccc1F)C(=O)Cc1ccc2c(c1)CCC2	i	i	i	-1	-17	i	-4	0	i	i	11
CNC(=O)C(=O)NCC1CCCN1S(=O)(=O)c1cccs1 (stereo unspecified)	i	i	i	-11	-7	i	-7	1	i	i	12

Only part of the results is shown, so the mix of outcomes need not match the whole.
